Screening results (PubChem BioAssay)
KDM5B inh = Primary screen for KDM5B Histone Demethylases FDH-coupled qHTS. Lysine-specific demethylase 5B (Homo sapiens), Q9UGL1. KDM5B demethylase, FDH-coupled NADH fluorescence (FDH is formaldehyde dehydrogenase). Potency, µM (highest dose often 57.7 µM), for inactives: top-dose activity change, negative = inhibition, usual class: inhibitors. 220,000 tested, 2.6% active; active = well fitted inhibition curve with a large enough effect; inconclusive = small, poorly fitted or top-dose-only effect; inactive = no such curve, though single readings can be large or run the other way; note: 0% is about no effect; nearly all actives have a fitted effect of over 70% in size
Target sequence (Q9UGL1 whole entry, looked up): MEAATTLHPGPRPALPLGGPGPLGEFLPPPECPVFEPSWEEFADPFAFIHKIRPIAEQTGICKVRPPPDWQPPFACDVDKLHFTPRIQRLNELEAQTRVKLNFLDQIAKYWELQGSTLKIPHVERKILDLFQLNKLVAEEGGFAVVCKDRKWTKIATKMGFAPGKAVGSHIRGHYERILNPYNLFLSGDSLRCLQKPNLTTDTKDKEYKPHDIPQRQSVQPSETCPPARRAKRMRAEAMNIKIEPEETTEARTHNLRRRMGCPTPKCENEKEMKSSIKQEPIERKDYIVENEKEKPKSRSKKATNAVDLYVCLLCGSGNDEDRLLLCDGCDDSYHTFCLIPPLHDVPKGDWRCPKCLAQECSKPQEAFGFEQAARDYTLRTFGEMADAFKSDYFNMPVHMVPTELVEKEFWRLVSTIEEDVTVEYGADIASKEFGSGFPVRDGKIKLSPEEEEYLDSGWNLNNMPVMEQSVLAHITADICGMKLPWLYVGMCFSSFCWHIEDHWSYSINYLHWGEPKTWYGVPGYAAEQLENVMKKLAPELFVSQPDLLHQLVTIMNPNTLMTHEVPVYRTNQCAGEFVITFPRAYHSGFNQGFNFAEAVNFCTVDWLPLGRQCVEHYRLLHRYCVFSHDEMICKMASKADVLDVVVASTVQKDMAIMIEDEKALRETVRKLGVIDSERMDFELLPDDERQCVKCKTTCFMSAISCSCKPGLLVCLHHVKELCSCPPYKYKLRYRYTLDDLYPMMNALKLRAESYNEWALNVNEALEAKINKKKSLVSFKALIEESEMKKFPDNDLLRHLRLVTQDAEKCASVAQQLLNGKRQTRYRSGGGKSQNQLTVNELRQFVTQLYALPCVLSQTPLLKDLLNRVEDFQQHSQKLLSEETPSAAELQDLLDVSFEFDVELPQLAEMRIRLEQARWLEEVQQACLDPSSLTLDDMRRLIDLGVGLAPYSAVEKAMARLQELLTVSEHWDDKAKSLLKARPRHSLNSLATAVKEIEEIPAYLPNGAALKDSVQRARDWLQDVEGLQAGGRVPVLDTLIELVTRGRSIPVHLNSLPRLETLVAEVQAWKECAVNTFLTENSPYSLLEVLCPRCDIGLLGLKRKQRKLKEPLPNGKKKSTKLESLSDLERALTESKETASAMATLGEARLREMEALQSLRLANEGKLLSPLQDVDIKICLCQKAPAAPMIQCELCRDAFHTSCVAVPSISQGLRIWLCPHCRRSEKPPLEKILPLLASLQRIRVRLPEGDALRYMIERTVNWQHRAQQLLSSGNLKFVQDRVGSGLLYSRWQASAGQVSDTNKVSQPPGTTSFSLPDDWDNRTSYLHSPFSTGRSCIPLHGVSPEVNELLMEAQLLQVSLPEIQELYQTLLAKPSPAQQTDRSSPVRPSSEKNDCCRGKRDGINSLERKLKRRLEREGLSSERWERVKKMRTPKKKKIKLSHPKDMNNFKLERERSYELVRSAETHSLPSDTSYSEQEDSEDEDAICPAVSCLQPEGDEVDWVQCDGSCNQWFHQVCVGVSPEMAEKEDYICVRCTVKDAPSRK
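qHTS format, multiple compound concentrations. Buffer 50 mM HEPES pH 7.5/0.01% Tween-20; 200 nM KDM5BΔAP final; 10 min compound preincubation; substrate-mix levels 12.5 µM peptide, 25 µM α-KG, 0.25 mM NAD⁺; 30 min RT; ΔRFU.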
Active calls of the source: *; u = inconclusive; [ ] = another dose, or the depositor's remark. Potency is the fitted concentration of half-maximal effect. This is a subset; rates above refer to the full screens.

SMILES	KDM5B inh
O=C(C1CC=CCC1)N1CCN(Cc2ccccc2)CC1 (stereo not drawn)	13.3%
COc1ccc(C(c2ccc(C)o2)c2ccc(C)o2)c(OC)c1	u
Cn1nc(C(=O)Nc2ccc(F)cc2)c2ccccc2c1=O	14.1%
CSc1cccc(NC(=O)C2CCCN(c3cnc4nc(C)c(C)nc4c3)C2)c1 (stereo not drawn)	-21.1%
CCc1ccc(-c2csc(-c3nc(-c4ccc(C)cc4C)cs3)n2)cc1	-17.0%
O=C(CSc1n[nH]c(-c2ccccc2Cl)n1)N1CCN(c2ccccc2F)CC1	-15.2%
Cc1noc(-c2cn(C3CCN(C(=O)c4cc(Cl)ccc4F)C3)nn2)n1 (stereo not drawn)	13.7%
CN1[C@@H](CCC(=O)NCc2cccs2)CNC(=O)[C@@H]2[C@H]1CCN2Cc1csnn1	u
CCC(=O)N1CCc2cc(S(=O)(=O)NC(Cc3ccccc3)C(=O)Nc3cccc(OC)c3)ccc21 (stereo not drawn)	5.1%
CCOCCCNC(=O)C1CCCC(C(=O)NCCCOCC)C1 (stereo not drawn)	13.2%
O=C(c1ccc(C(F)(F)F)cc1)N1CCC2(COc3ccncc3[S+](=O)([O-])N2)C1 (stereo not drawn)	10.9%[115 µM]
NC(=O)c1ccc(NC(=O)COC(=O)c2cc(S(=O)(=O)N3CCOCC3)ccc2N2CCCCC2)cc1	-8.5%
COc1cc(/C=N/N(CCO)C2=NS(=O)(=O)c3ccccc32)cc(OC)c1OC	64.0%[activator]
CCN(CC)c1ccc2nc3c(=O)n(C)c(=O)n(C)c3nc2c1	u
C=CCn1c(SCC(=O)NNC(=O)Nc2cccc(Cl)c2)nnc1-c1ccccc1	-22.5%
O=C(CCC(=O)N1CC2CCCN2c2ccccc21)NCc1ccc(Cl)cc1 (stereo not drawn)	u
CCOC(=O)c1ccccc1NC(=O)CSc1nc(=O)[nH]c2c1CCCC2	3.8%
Cn1nnnc1SCCCNCc1ccccc1OCc1ccccc1Cl	-2.8%
Cc1cccc(CN2CCCC23Cc2ccccc2CNC3=O)c1 (stereo not drawn)	8.8%[149 µM]
CCc1ccc(C(=O)N2c3ccccc3CC2c2nc(C3CC3)no2)cc1 (stereo not drawn)	-21.2%
Clc1ccc(-c2nc(N3CCCCC3)c3ccccc3n2)cc1	11.5%
CONC(=O)c1ccccc1Cc1ccccc1	5.2%
CC(C)NC(=O)NC[C@H]1O[C@@H](CC(=O)NCCN(C)C)[C@H](O)[C@@H]1O	-11.9%[86.2 µM]
COC(=O)c1ccc(CNC(=O)C2CC2)cc1	-3.5%
O=C1C(OCC2CC2)C2(CCCCC2)N1C1CCN(Cc2cccnc2)CC1 (stereo not drawn)	-6.5%
Cc1nnc2n1CCC(N(C)S(=O)(=O)c1ccccc1F)CC2 (stereo not drawn)	-5.9%
O=C(Nc1ccc(N2CCN(C(=O)c3ccc(Cl)cc3)CC2)cc1)c1cccs1	-9.0%
COc1ccc(CNC(=O)[C@@H](C)C2CC[C@@]3(C)CC[C@H](NC(=O)C4CC4)[C@@H](C)[C@@H]3[C@H]2O)cc1 (stereo partly drawn)	-18.5%
Cc1nc(S(=O)(=O)N2CCOCC2)c(C#N)c(C)c1Cl	20.5%
CC(=O)Nc1cc(F)c(F)cc1NC(=O)CCc1c[nH]c2ccccc12	-5.7%
c1ccc(-c2cnc(Nc3ccc4c(c3)OCCO4)c3c2CCO3)cc1	39.8µM*
COc1ccc(CNC(=O)CC[C@H]2CNC(=O)[C@@H]3[C@@H](CCN3C3CCCCC3)N2C)cc1	3.1%
CN(C1CCCCC1)S(=O)(=O)c1ccc2c(c1)c(=O)c(C(=O)NCc1ccccc1Cl)cn2C	14.1%
O=C(CCC1CCCN(Cc2cn[nH]c2-c2ccc(F)cc2)C1)Nc1ccccc1F (stereo not drawn)	-23.0%
O=C(NCCCc1nc2ccccc2n1Cc1ccccc1Cl)C1CCCCC1	-14.5%
CC(=O)N1CCN(C(=O)c2cccc3c(=O)c(C)c(-c4ccccc4)oc23)CC1	-15.6%
O=C(Nc1ccc(N2CCOCC2)nc1)c1ccccc1Cl	27.0%
CCOc1ccc(CC(=O)N2CCC(n3cc(-c4nc(-c5ccccc5)no4)nn3)C2)cc1 (stereo not drawn)	5.0%
Cc1ccc2c(=O)cc(C(=O)NCCc3ccc(S(N)(=O)=O)cc3)oc2c1	2.9%
Cc1ccccc1S(=O)(=O)n1cc2c(=O)n(C)c(=O)n(C)c2n1	5.5%
CCc1ccc(C(=O)C(C)n2cnc3c2c(=O)n(C)c(=O)n3C)cc1 (stereo not drawn)	-2.7%
CN(C)[S+](=O)([O-])c1ccc2c(c1)OCCN(Cc1ccccc1F)C2	-14.8%[86.2 µM]
CCCCCn1nc(C(=O)Nc2ccccc2F)c2ccccc2c1=O	0.5%
CCN(Cc1ccc(OC)c(OC)c1)S(=O)(=O)c1cnn(C)c1	17.0%
Cc1ccc2oc(C(=O)N(C)Cc3cnccn3)c(C)c2c1	10.2%
CN1C(=O)C(CC(=O)Nc2cccnc2)=C2CCCCC21 (stereo not drawn)	25.8%
O=C(CN1C(=O)COc2ccc(S(=O)(=O)N3CCOCC3)cc21)N1CCN(c2ccc(F)cc2)CC1	4.3%
CCN(CC)C(=S)SC(C(=O)c1ccccc1)c1ccccc1 (stereo not drawn)	9.3%
CCCc1nc(-c2ccc(-c3ccc(Cl)cc3)nc2OC)no1	u
Cc1ccc(C(=O)N2CCC(c3nn(Cc4ccccc4)c(=O)[nH]3)CC2)cc1	-13.2%
CCc1nc2c(cnn2-c2ccc(C)cc2)c(=O)n1-c1ccc(OC)c(Cl)c1	13.6%
Cc1cccc(N(C(=O)c2snc(C(N)=O)c2N)C(C(=O)NC2CCCC2)c2ccncc2)c1 (stereo not drawn)	u
CCCOc1ccc(C(=O)Nc2ccc3oc(-c4ccc(N(C)C)cc4)nc3c2)cc1	u
CC(=O)c1c(C)[nH]c(C(=O)C(C)OC(=O)c2ccc(F)cc2F)c1C (stereo not drawn)	17.5%
CN(Cc1ccc(-c2ccccc2)cc1)C(=O)c1ccc(F)cc1	-15.7%[86.2 µM]
COC(=O)c1ccc(Cn2nc(-c3ccc(C)cc3)ccc2=O)cc1	u
COCc1nc(C2CCCN(C(=O)CC3CCCC3)C2)no1 (stereo not drawn)	8.2%
CN(C(=O)CN1C(=O)NC2(CCOCC2)C1=O)C1CCCCC1	-7.3%
Cc1noc([C@@H]2CC(F)(F)CN2C(=O)c2ccc3nc[nH]c3c2)n1	18.9%
CCC(C(=O)N1CCc2onc(-c3ccc(F)c(F)c3)c2C1)n1cccn1 (stereo not drawn)	41.7%[activator]

The list goes on:
SMILES	KDM5B inh
C/C=C/Cn1c(Br)nc2c1c(=O)[nH]c(=O)n2C	-14.9%
Cc1ccccc1CNC(=O)CC(C)C	2.6%
CS(=O)(=O)N1C[C@H]2CCN(Cc3ccc(F)cc3F)C[C@H]21	19.5%
COc1cc(OC)c(C(=O)OCC(=O)Nc2ccccc2C(C)=O)cc1OC	15.9%
COc1ccc(S(=O)(=O)N(C)CC(=O)NCC2CCCO2)cc1Cl (stereo not drawn)	6.4%
Cc1cc(C(C)(C)C)cc(C)c1S(=O)(=O)N1CCN(Cn2nc(C)c3ccccc3c2=O)CC1	22.3%
CC(=O)N1CC2(CCCN2CC2CC2)Cc2ccccc21 (stereo not drawn)	u
COCCO[C@H]1C(=O)N(C2CCN(C(=O)c3cc4ccccc4[nH]3)CC2)[C@H]1c1ccncc1	-25.2%
COc1ccc(-c2nc(N3CCOCC3)cc3c2CN(Cc2ccccc2)C3=O)cn1	35.5µM*
CNC(=O)[C@@H]1CN(C(=O)c2cnc(C)cn2)C[C@H]1COC	-8.9%
CCc1ccc(CNC(=O)c2noc(-c3ccc4c(c3)OCO4)n2)cc1	u
O=C(Cn1c2c(c(=O)n1Cc1ccccc1)CCN(Cc1ccccc1)C2)NCc1cccc(F)c1	-28.9%
CCN(CC)S(=O)(=O)c1cc(NS(=O)(=O)c2ccc(C)cc2C)ccc1C	-19.7%
CCN(C(=O)CSc1nc2ccccc2nc1Cc1ccccc1OC)c1ccccc1	3.9%
O=C1NCCCCCCN(Cc2ccncc2)[C@@H]2CN(C(=O)Nc3ccc4c(c3)OCCO4)CC[C@@H]12	-8.1%

Reformatted comma-delimited: entries from further up.
smiles,KDM5B inh
CCc1ccc(-c2csc(-c3nc(-c4ccc(C)cc4C)cs3)n2)cc1,-17.0%
O=C(CSc1n[nH]c(-c2ccccc2Cl)n1)N1CCN(c2ccccc2F)CC1,-15.2%
Cc1noc(-c2cn(C3CCN(C(=O)c4cc(Cl)ccc4F)C3)nn2)n1 (stereo not drawn),13.7%
CN1[C@@H](CCC(=O)NCc2cccs2)CNC(=O)[C@@H]2[C@H]1CCN2Cc1csnn1,u
CCC(=O)N1CCc2cc(S(=O)(=O)NC(Cc3ccccc3)C(=O)Nc3cccc(OC)c3)ccc21 (stereo not drawn),5.1%

The list goes on:
SMILES	KDM5B inh
CC1CCCN(C(=S)Nc2ccc(S(=O)(=O)N3CCCCC3)cc2)C1 (stereo not drawn)	-10.9%
CCOc1ccccc1N(C)C(=O)Cn1cnc2sc(C)c(S(=O)(=O)N3CCC(C)CC3)c2c1=O	5.7%
CNC(=O)[C@@H](C1CC1)N1CCC[C@H]1C(=O)NCC1CC1	2.0%[115 µM]
Cc1ccc(NC(=O)CCc2ncc(-c3ccc(F)cc3F)o2)c(C)c1	-12.4%
CC1(c2ccc(Cl)cc2)CC(C)(C)N(C(=O)c2cccc(F)c2)c2ccccc21 (stereo not drawn)	-9.9%
COc1ccc(/C=C2\N=C(C)OC2=O)cc1OC(C)=O	u
Cc1cc(/C=C(\C#N)c2nc3ccccc3[nH]2)cc2c1OC(C)C2 (stereo not drawn)	-17.1%
Cc1ccc(N/N=C/c2ccc(C#N)cc2)cc1Cl	-27.6%
CN(Cc1cccn1C)C(=O)c1ccccc1Cl	-13.5%[86.2 µM]
Cc1ccccc1-c1onc(C)c1C(=O)NCCOC(C)C	-7.1%
Cc1ccc2c(COC(=O)Cc3n[nH]c(=O)c4ccccc34)cc(=O)oc2c1C	-11.3%
Cc1ccc(C)c(NC(=O)N2C[C@@H](F)C[C@H]2C(=O)N2CCCCC2)c1	5.9%
CCCS(=O)(=O)NCC(=O)N1CCCCCNC(=O)CC1c1ccccc1 (stereo not drawn)	28.6%
COc1ccc(C(=O)NNC(=O)CCC(=O)Nc2ccc(C)cc2C)cc1	7.7%
S=C(Nc1ccccc1Cl)N(Cc1ccccc1)c1ccccc1	-4.4%
C=CCCC(=O)NC1CCN(Cc2cccc(C(F)(F)F)c2)CC1	-1.3%
Cc1cccc(Nc2c([N+](=O)[O-])ccc3nonc23)c1	3.9%
CCN(CC)S(=O)(=O)c1ccc(NC(=O)CCNC(=O)c2ccco2)cc1	-1.0%
COC1=C(OC)C2(C=CC1=O)CC(C)(C)N=C2SC (stereo not drawn)	-1.6%
CN(C)CCNC(=O)CCCn1c(=O)c2cccn2c2ccccc21	-25.8%
CCn1c(C(=O)NCc2ccccc2OC)cc2sccc21	-5.5%
N#Cc1c2n(c(=O)n(CCOc3ccccc3F)c1=O)CCC2	8.7%
Cc1ccccc1NC(=O)CSc1nc(-c2ccc(F)cc2)c2cccc(C)c2n1	-20.0%
Cc1cc2nc3n(c(=O)c2n1CC(=O)Nc1ccc(F)c(Cl)c1)CCCC3	4.6%
COc1ccc(Cl)cc1NC(=O)N(C)CCc1c(C)nn(C)c1C	4.1%
O=C(O)C(c1c[nH]c2ccc(Br)cc12)N1CCN(Cc2ccc(Cl)cc2Cl)CC1 (stereo not drawn)	9.4%
O=C(CCCn1c(=O)c2ccccc2n(Cc2cccc(Cl)c2)c1=O)NCCc1ccc(Cl)cc1	-18.9%
Cc1ccc(C(=O)N2CCC(Cc3nc(-c4cnccn4)no3)CC2)c(C)c1	15.0%
COC(=O)c1ccccc1SCC(=O)Nc1ccc(N2CCOCC2)cc1	39.2%
COc1ccc(Oc2ccc(NC(=O)Cn3ncc4ccc(OC)c(OC)c4c3=O)cc2)cc1	-0.9%
CCNC(=O)c1cc(NC(=O)CC)cc2nc(C)ccc12	20µM*
COc1ccc(OC)c(CNC(=O)C2CCN(c3nnc(N4CCCCC4=O)s3)CC2)c1	4.7%
COc1ccc(-c2nc(CSCC(=O)NC3CCC(C)CC3)c(C)o2)cc1OC (stereo not drawn)	u
CCN(CC)C(=O)CC[C@@H]1CNC(=O)[C@@H]2C[C@H](NC(=O)c3cccs3)CN12	-21.0%[86.2 µM]
CN1[C@@H](CCC(=O)Nc2ccccc2)CNC(=O)[C@@H]2[C@H]1CCN2Cc1ccc(S(C)(=O)=O)cc1	u
Cc1ccc(Cl)cc1S(=O)(=O)N(C)Cc1nc2ccccc2[nH]1	14.1%
CC(C)N1C[C@H](O)C[C@H]1c1nnc2n1CCN(C(=O)c1ccccc1F)C2	u
COc1c(CNCC(O)COc2ccccc2)c(C(C)C)nn1C (stereo not drawn)	-19.1%

Of the compounds above, 5 have a thiophene ring, fused or not.
SMILES	KDM5B inh
CN1[C@@H](CCC(=O)NCc2cccs2)CNC(=O)[C@@H]2[C@H]1CCN2Cc1csnn1	u
O=C(Nc1ccc(N2CCN(C(=O)c3ccc(Cl)cc3)CC2)cc1)c1cccs1	-9.0%
CCOc1ccccc1N(C)C(=O)Cn1cnc2sc(C)c(S(=O)(=O)N3CCC(C)CC3)c2c1=O	5.7%
CCn1c(C(=O)NCc2ccccc2OC)cc2sccc21	-5.5%
CCN(CC)C(=O)CC[C@@H]1CNC(=O)[C@@H]2C[C@H](NC(=O)c3cccs3)CN12	-21.0%[86.2 µM]
